KDM5B inhibitor: inhibitors of human KDM5B histone demethylase; Q9UGL1; KDM5B demethylase, FDH-coupled NADH fluorescence (FDH is formaldehyde dehydrogenase); Potency, µM (highest dose often 57.7 µM), for inactives: at the top dose activity change, negative = inhibition, actives largely listed as inhibitors; 220,000 compounds, 2.6% hits; AID 1347165; active = well fitted inhibition curve with a large enough effect; inconclusive = small, poorly fitted or top-dose-only effect; inactive = no such curve, though single readings can be large or run the other way; note: 0% is about no effect; nearly all actives have a fitted effect of over 70% in size
Target sequence (Q9UGL1 whole entry, looked up): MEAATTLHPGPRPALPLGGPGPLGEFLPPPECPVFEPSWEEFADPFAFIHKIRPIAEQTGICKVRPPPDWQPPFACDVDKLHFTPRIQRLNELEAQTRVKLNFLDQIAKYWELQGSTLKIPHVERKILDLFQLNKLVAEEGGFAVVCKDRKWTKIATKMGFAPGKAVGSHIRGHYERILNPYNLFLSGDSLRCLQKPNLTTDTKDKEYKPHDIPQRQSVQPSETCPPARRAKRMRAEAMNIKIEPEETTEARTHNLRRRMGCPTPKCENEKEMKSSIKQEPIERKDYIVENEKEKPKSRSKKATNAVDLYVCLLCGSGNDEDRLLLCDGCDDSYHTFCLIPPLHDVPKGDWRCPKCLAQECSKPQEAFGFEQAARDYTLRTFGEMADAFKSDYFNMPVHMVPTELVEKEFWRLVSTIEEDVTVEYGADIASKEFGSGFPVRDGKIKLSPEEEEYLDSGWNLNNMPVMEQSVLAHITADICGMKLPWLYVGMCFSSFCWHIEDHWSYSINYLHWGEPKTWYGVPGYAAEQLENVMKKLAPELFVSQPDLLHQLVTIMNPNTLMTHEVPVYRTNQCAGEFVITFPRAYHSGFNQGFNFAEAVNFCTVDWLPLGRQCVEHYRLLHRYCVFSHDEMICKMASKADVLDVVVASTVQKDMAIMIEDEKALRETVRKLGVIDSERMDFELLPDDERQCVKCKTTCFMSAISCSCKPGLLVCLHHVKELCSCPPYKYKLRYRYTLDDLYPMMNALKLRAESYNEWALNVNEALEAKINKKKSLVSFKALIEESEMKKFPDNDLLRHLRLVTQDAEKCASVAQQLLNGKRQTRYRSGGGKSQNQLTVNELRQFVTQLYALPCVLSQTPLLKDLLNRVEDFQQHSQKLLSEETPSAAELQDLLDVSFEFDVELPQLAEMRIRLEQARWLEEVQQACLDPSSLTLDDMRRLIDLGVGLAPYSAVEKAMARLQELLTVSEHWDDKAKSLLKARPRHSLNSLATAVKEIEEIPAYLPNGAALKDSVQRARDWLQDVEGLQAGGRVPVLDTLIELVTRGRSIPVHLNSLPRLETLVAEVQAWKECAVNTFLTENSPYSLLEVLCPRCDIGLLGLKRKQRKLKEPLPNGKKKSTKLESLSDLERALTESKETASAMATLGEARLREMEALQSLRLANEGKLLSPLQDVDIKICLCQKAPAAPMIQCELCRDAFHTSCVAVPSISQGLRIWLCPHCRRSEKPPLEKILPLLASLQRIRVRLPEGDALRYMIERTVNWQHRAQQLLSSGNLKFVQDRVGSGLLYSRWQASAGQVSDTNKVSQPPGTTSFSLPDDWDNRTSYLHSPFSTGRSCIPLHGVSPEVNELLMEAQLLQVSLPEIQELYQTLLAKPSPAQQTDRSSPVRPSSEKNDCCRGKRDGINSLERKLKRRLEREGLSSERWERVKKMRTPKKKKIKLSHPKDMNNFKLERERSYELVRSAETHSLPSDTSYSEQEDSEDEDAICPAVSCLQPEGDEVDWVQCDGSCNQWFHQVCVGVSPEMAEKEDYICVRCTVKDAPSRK
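KDM5BΔAP (200 nM final) in 50 mM HEPES pH 7.5, 0.01% Tween-20 was preincubated 10 min at RT with compound over a concentration range. Substrate mix (H3K4me3 12.5 µM, α-KG 25 µM, Fe²⁺, ascorbate, NAD⁺, FDH) was added, and NADH fluorescence change over 30 min gave dose-response curves.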
* = called active by the depositor; i = inactive; ? = inconclusive; & = joins results of further samples; [ ] = dose if it differs, or a comment. Potency is the fitted concentration of half-maximal effect. Not all compounds are listed, so the mix of outcomes need not match the whole.

SMILES | KDM5B inhibitor
CCC12CN(CC#N)CC(C)(CN(CC#N)C1)C2=O | 32%[activator]
COc1ccc2nc(NS(=O)(=O)c3ccc(Cl)cc3)c(Nc3ccc(C)cc3)nc2c1 | -6%
CCOC(=O)C1(C)C=C(Nc2ccc(F)cc2)C(=O)N1c1ccc(F)cc1 (stereo unspecified) | -8%
CCOC(=O)C1=C(CN2CCN(C(=O)OC(C)(C)C)CC2)NC(=O)NC1c1ccccc1OCC (stereo unspecified) | ?
CCC(C)(C)C1CCC(NC(=O)Cn2nc(C(N)=O)c3ccccc3c2=O)CC1 (stereo unspecified) | 17%
CNC(C)c1ccc(C(F)(F)F)cc1 (stereo unspecified) | 7%[149 µM]
Cn1cc(CC(=O)N2CCCc3ncc(C(=O)Nc4cccc(Cl)c4)cc32)c2ccccc21 | ?
CN(CCCNC(=O)c1cc2cc(F)ccc2[nH]1)Cc1ccccc1 | ?
Cn1cc(CN(CCO)Cc2cccs2)c(-c2cccc(Cl)c2)n1 | 31%[activator]
Cc1ccc(Cl)cc1NC(=O)NCc1ccccn1 | -4%
CCOc1ccccc1NC(=O)Cn1c(N(C)Cc2ccccc2)nc(C)cc1=O | ?
O=C(COCc1nc2ccccc2c(=O)[nH]1)Nc1nc(-c2ccc3c(c2)CCCC3)cs1 | -16%
COc1ccccc1C(=O)Nc1onc2c1CCCC2 | 0%
Cc1[nH]c(C)c(C=O)c1C=O | -10%
CC(=O)NC(Nc1ccc2ccccc2c1)C(Cl)(Cl)Cl (stereo unspecified) | -3%
Cc1nnsc1C(=O)N[C@H]1CCN(C(=O)c2ccco2)[C@H](C(=O)N[C@@H](Cc2cccs2)C(N)=O)C1 | 26%
O=C(c1ccc(Cl)cc1)N1CCC(N2CC3CCCN3C2=O)CC1 (stereo unspecified) | 9%[149 µM]
O=C(NC1(O)C(=O)c2ccccc2C1=O)c1c(Cl)cccc1Cl | ?
COc1cc(NC(=O)CSc2nc3cc(C)[nH]c3c(=O)n2C)cc(OC)c1OC | 8%
O=C(NCc1cccc(F)c1)c1cnc2c(c1)N(Cc1ccccc1)CCC2 | 5.6µM*
CN1CCN(C(=O)C2CCN(c3nn4cc(-c5ccc(F)cc5)nc4s3)CC2)CC1 | 9%
COc1cccc(NC(=O)[C@@H]2C[C@H](c3ccc(F)cc3)N([S+](=O)([O-])C3CC3)C2)c1 | -6%[86.2 µM]
CNC(=S)Nc1ccc(Cc2ccncc2)cc1 | 22%
COc1ccc(NC(=O)N2c3ccccc3CC2c2nc(C3CC3)no2)cc1OC (stereo unspecified) | -29%
O=C(CCC1CCN(C(=O)c2ccccc2)CC1)Nc1ccc(F)cc1 | 6%
CSCC[C@H](Nc1ncnc2sc3c(c12)CCCC3)C(=O)O | 8%
Cc1ccc(-c2nn(C)c(=O)c3ccccc23)cc1S(=O)(=O)NCCCN(C)C | -27%&-13%
Cc1ccc(N2CCN(C(=O)c3cc4cc5ccc(C)cc5nc4s3)CC2C)cc1 (stereo unspecified) | 9%
CC(NC(=O)c1cc(F)cc(F)c1)C1CC2CCC1C2 (stereo unspecified) | 14%
CCOc1cccc(/C=C(/C#N)C(=O)c2ccccc2OC)c1 | ?
Cc1cc2nn(CC(=O)N3CCCC3)c(=O)n2c(N2CCc3ccccc3C2)n1 | 9%
Cc1nnc(SCC(=O)c2ccccc2F)n1Cc1ccccc1 | -9%&12%
CCCC(=O)N1C[C@@H]2CCCN3CCC[C@@H]([C@H]23)[C@H]1CCCC(=O)NCC1CC1 | ?
CCC(=O)Oc1ccc2c(-c3cc4ccccc4oc3=O)cc(=O)oc2c1 | 15%
COc1ccc(OC)c(CCNC(=O)c2cc3cccc4c3n2CC(C)S4)c1 (stereo unspecified) | ?
O=C(C[C@@H]1CCNC[C@@H]1Cc1cc(COc2ccccc2)on1)N1CCC(Cc2ccccc2)CC1 | -13%
O=C1CCN(Cc2cccc(F)c2)CCOCCN1 | -34%
CCCCNC(=O)Cn1cc(C#N)c2ccccc21 | 15%
COc1cc(OC)cc(C(=O)NC(C(=O)N2CCc3ccccc3C2)C(C)C)c1 (stereo unspecified) | 0%
COc1ccc(C2=C(C)C(=NC(C)C34CC5CC(CC(C5)C3)C4)NS2(=O)=O)cc1 (stereo unspecified) | 11%
CCCCCCc1cc2cc(-c3cn4c(n3)sc3cc(OC)ccc34)c(=O)oc2cc1O | -16%
Cc1cccc(OCCc2noc(C3CCN(C(=O)NC(C)(C)C)C3)n2)c1 (stereo unspecified) | -20%
CC(=O)Nc1ccc(Nc2nc3ccc(Cl)cc3n3cnnc23)cc1 | 13%
CC(C)=CC(=O)Nc1cc(Cl)cc(Cl)c1 | -1%
CN(C)c1ccc(CN2Cc3[nH]cnc3C[C@H]2C(=O)N2CCC(Cc3ccccc3)CC2)cc1 | -15%
COc1ccc(C(=O)N2CCCCCCNC(=O)[C@@H]3CCCC[C@@H]32)cn1 | -21%
CCCNC(=O)NC(=O)COC(=O)c1cc(-c2ccco2)nc2ccccc12 | -29%
CCn1c(CC23CC4CC(CC(C4)C2)C3)nnc1SCc1ccc(F)cc1 | -8%
CNC(=O)[C@H]1C[C@H](Oc2ccccc2)CN1S(=O)(=O)Cc1ccccc1 | 42%
O=C1CO[C@H]2CN(Cc3cccnc3)C[C@H]2N1Cc1cccc(C(F)(F)F)c1 | 2%[86.2 µM]
Cn1ncc2c(NC3CCCCC3)ncnc21 | 14%
Cc1cc(CN(C)C(=O)CC(c2cccc(O)c2)c2ccccc2Cl)n[nH]1 (stereo unspecified) | -2%
Cc1noc(C)c1C(=O)N[C@@H]1CN(c2ncccn2)C[C@H]1CN(C)C | 32µM*
O=C(Nc1ccc(C(F)(F)F)cc1)C1CCN(/C=C/C(=O)C(F)(F)F)CC1 | 2%
CC(C)(C)c1ccc(Cn2nc(C(=O)O)c3ccccc3c2=O)cc1 | 15%
O=[N+]([O-])c1ccc(O)c(/C=N/NC(=S)Nc2ccc(Cl)cc2Cl)c1 | ?
Cc1ccc(C)c(N2CCN(c3nc4c(S(=O)(=O)c5ccccc5)nnn4c4ccc(Cl)cc34)CC2)c1 | 9%
Cc1ccc(S(=O)(=O)c2nnn3c2nc(N2CCN(c4cccc(C)c4C)CC2)c2ccccc23)cc1C | ?
CC(C)NS(=O)(=O)c1ccc(OCC(=O)N2CCN(c3cccc(Cl)c3)CC2)cc1 | -20%
CCC1Oc2cc(S(=O)(=O)N(C)CC(=O)N3CCCc4ccccc43)c(C)cc2NC1=O (stereo unspecified) | 2%

Compounds from the list above that contain fluorine, in the order listed:
SMILES | KDM5B inhibitor
CCOC(=O)C1(C)C=C(Nc2ccc(F)cc2)C(=O)N1c1ccc(F)cc1 (stereo unspecified) | -8%
CNC(C)c1ccc(C(F)(F)F)cc1 (stereo unspecified) | 7%[149 µM]
CN(CCCNC(=O)c1cc2cc(F)ccc2[nH]1)Cc1ccccc1 | ?
O=C(NCc1cccc(F)c1)c1cnc2c(c1)N(Cc1ccccc1)CCC2 | 5.6µM*
CN1CCN(C(=O)C2CCN(c3nn4cc(-c5ccc(F)cc5)nc4s3)CC2)CC1 | 9%
COc1cccc(NC(=O)[C@@H]2C[C@H](c3ccc(F)cc3)N([S+](=O)([O-])C3CC3)C2)c1 | -6%[86.2 µM]
O=C(CCC1CCN(C(=O)c2ccccc2)CC1)Nc1ccc(F)cc1 | 6%
CC(NC(=O)c1cc(F)cc(F)c1)C1CC2CCC1C2 (stereo unspecified) | 14%
Cc1nnc(SCC(=O)c2ccccc2F)n1Cc1ccccc1 | -9%&12%
O=C1CCN(Cc2cccc(F)c2)CCOCCN1 | -34%
CCn1c(CC23CC4CC(CC(C4)C2)C3)nnc1SCc1ccc(F)cc1 | -8%
O=C1CO[C@H]2CN(Cc3cccnc3)C[C@H]2N1Cc1cccc(C(F)(F)F)c1 | 2%[86.2 µM]
O=C(Nc1ccc(C(F)(F)F)cc1)C1CCN(/C=C/C(=O)C(F)(F)F)CC1 | 2%

Continued.
SMILES | KDM5B inhibitor
CCOc1ccc2c(n1)CCN(C(=O)Nc1cc(C)cc(C)c1)C2 | -15%
Cc1ccc(C)c(CN2C(=O)c3ccccc3S(=O)c3ccc(C(=O)N(C)Cc4ccccc4)cc32)c1 (stereo unspecified) | -7%
COc1ccc(-c2ccc(NS(=O)(=O)c3ccc(NC(C)=O)cc3)cc2)nn1 | -17%
CCc1ccc(OCC(O)Cn2c(SCCC(C)C)nc3c2c(=O)[nH]c(=O)n3C)cc1 (stereo unspecified) | -32%
CCN1C(=O)C2(CCN(S(=O)(=O)Cc3ccccc3)CC2)c2ccccc21 | 30%
Cc1cc(C)cc(OCC(=O)NNC(=S)NC(=O)C2CC2)c1 | ?
COC(=O)C1=CNC=C(C(=O)OC)C1c1ccccc1F | i
Cc1ccc(S(=O)(=O)N2CCC(n3c(C)nc4cccnc43)CC2)cc1 | 15%
COC[C@@H]1CN(c2ncccn2)C[C@H]1C(=O)NCCn1cccn1 | 20µM*
CCCn1nccc1C(=O)N1CCCC(c2[nH]ncc2Cc2ccccc2)C1 (stereo unspecified) | 44%[activator]
COc1cccc(CN2C(=O)C3(SCC(=O)N3c3cc(C)cc(C)c3)c3ccccc32)c1 (stereo unspecified) | -50%
O=C(CCOc1ccccc1)Nc1ccc(N2CCOCC2)cc1 | -4%
COc1ccc(-c2noc(-c3nc(Cc4ccc(F)cc4)no3)n2)cc1 | ?
Cc1cc(C)cc(Nc2nc(N)c(C#N)c(CC#N)c2C#N)c1 | ?
CCCCN1CCC(N(C(=O)NCCc2ccccc2)C2CCOCC2)CC1 | -7%
CCN(CC)C(=O)CNC(=O)c1nn(-c2ccc(OC)c(Cl)c2)c(=O)c2ccccc12 | 19%
CCN(CC)S(=O)(=O)c1ccc2oc(SCC(=O)NC3CC3)nc2c1 | ?
CC(C)C(NC(=O)c1ccccc1NC(=O)c1ccco1)C(=O)NNC(=O)c1ccncc1 (stereo unspecified) | 4%
CCn1ncc(N2CCCC(CC(=O)NCc3ccccc3C)C2)cc1=O (stereo unspecified) | -13%
CCOc1ccc2c(C)c(-c3ccc(OC)c(OC)c3)c(=O)oc2c1 | 14%
Cc1nc2c(c(-c3ccc(Cl)cc3)n1)CCN(C(=O)Nc1ccc(Cl)cc1)CC2 | 10%
CCOc1ccc(NS(=O)(=O)c2cc3c(cc2Cl)NC(=O)CO3)cc1 | -12%
CCN(CC)CC12CC3CCC(CC(C3)C1)C2 | 27%
COc1ccccc1CC(=O)NCC1CCN(c2cnn(C)c(=O)c2)C1 (stereo unspecified) | -16%
O=C(NC1C[C@H]2CC[C@@H](C1)N2C(=O)Cc1cccc(Cl)c1)c1ccncc1 (stereo partly specified) | -10%
Cc1ccc(C(=O)N2CC3(Cc4ccccc4NC3=O)C2)cc1 | 15%[149 µM]
Cc1cccc(NC(=O)c2ccccc2SCC(=O)NCc2ccco2)c1 | 17%
Cc1oc(-c2ccccc2)nc1CC(=O)NCCN(C(C)C)C(C)C | 13%
CCCN1CCN(CCCNC(=O)Cn2nc(C)n3c(cc4c(OC)cccc43)c2=O)CC1 | ?
Cc1cnc(-c2cccnc2)n1C1CCN(S(=O)(=O)c2cccc(F)c2)CC1 | 9%
CCCC(=O)N1Cc2ccccc2CC2(CCCN(C)C2)C1 (stereo unspecified) | 11%[149 µM]
CCCCCCOC(=O)CC(C(=O)OCCCCCC)S(=O)(=O)O (stereo unspecified) | 7%
CNc1nc2c(c(C(=O)N3CCCC3)n1)CN(C(=O)C1CC(C(C)C)=NO1)CC2 (stereo unspecified) | ?
N#C/C(=C\c1ccc(OCC(=O)O)cc1)C(=O)N1CCOCC1 | -13%
COc1ccc(CN2CCN(Cc3cc(=O)oc4cc(C)ccc34)CC2)c(OC)c1OC | -10%
Cc1ccc(-c2cc(N)n(Cc3cccc(Cl)c3)n2)cc1 | ?
Cc1cccc(C(=O)NC2CC2)c1C | 15%
Cc1onc(-c2ccccc2)c1CNS(=O)(=O)c1cccc(Br)c1 | -35%
COc1cccc(NC(=O)c2ccc3c(c2)CCC3)c1 | 21%
CCOc1ncccc1-c1nc(-c2cccs2)no1 | ?
CCOC(=O)Cc1nnc(SC(C)C(=O)Nc2ccc(F)c(F)c2)n1C (stereo unspecified) | 7%
CSc1ccc(CNC(=O)C2CCN(c3nnc(-n4cccc4CNc4ccc(C)cc4)s3)CC2)cc1 | ?
Cc1ccc(C)c(NCC(=O)Nc2cc(Cl)ccc2-n2cncn2)c1 | 14%
COc1cc(CN2CCc3nc(N4CCN(c5ccccc5F)CC4)ncc3C2)ccc1OC(C)C | ?
COc1ccc(NC(C)=O)cc1S(=O)(=O)NC(C)c1ccc(-n2ccnc2)cc1 (stereo unspecified) | 18%
Cc1sc(N)nc1-c1c(C)n(C)c2ccccc12 | ?
Oc1ccc(C2(c3ccccc3O)CCCCC2)cc1 | -4%
CCCCCn1nc(C(=O)Nc2ccc3nc(N4CCOCC4)sc3c2)c2ccccc2c1=O | 0%
COc1ccc(CCC(=O)N2CCC3(CC2)CC(O)CCO3)cc1 (stereo unspecified) | -25%
O=C1CC(=O)CC(c2cc(F)cc(F)c2)C1 | 3%
O=C(CCCc1ccccc1)N1CCC(C2CCNC2)CC1 (stereo unspecified) | -5%
CCN(Cc1ccc(OC)c(F)c1)C(=O)Cn1cnc2c(cnn2C)c1=O | -3%
CCCc1cc(=O)oc2cc(C)cc(OCc3nn[nH]n3)c12 | ?
COc1ccc(S(=O)(=O)NC2CCCCC2)cc1F | 20%
O=C(NCc1cccs1)C1(c2ccc(Cl)cc2)CCOCC1 | -15%[149 µM]
COc1cccc(Cn2c(CNS(=O)(=O)c3ccc4c(c3)CCCC4)nc3cccnc32)c1 | ?
CC1CCN(C(=O)C(C)Sc2nc(-c3ccccc3)cc(C(F)(F)F)n2)CC1 (stereo unspecified) | -1%
COc1cc(NC(=O)CCCc2nnc3n(CC(C)C)c(=O)c4sccc4n23)cc(OC)c1 | -18%

Screens from PubChem BioAssay.
